High-throughput results deposited in PubChem by several laboratories.
LMPTP block – blocks human LMPTP phosphatase; recombinant LMPTP-A, OMFP fluorogenic substrate, fluorescence intensity; inhibition, % at 20 µM; 0.22% of 360,000 active;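 active = compounds that cut the enzyme signal by at least half of the control window in the single-dose screen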;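 note: plate controls were DMSO wells with enzyme plus substrate for no effect and substrate without enzyme for full effect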
Target sequence (P24666 whole entry, looked up): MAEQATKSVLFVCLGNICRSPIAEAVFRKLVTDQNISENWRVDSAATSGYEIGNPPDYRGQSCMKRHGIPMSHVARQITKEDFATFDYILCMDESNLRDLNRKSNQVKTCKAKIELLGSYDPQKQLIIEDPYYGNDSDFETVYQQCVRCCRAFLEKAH
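Assay system: LMPTP-A phosphatase enzyme | Input: 0.625 nM enzyme | Also added: Fluorogenic phosphatase substrate OMFP at 400 µM final | Compound dosing: One test concentration per compound, 20 µM, with 3% DMSO overall | Schedule: 50 min enzyme reaction at room temperature, protected from light | Signal: Fluorescence intensity | Benchmarks: no-enzyme and uninhibited controls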
DNMT1 block – DNMT1 (human) enzyme inhibition; P26358; DNMT1 molecular beacon, Hinp1I cleavage, fluorescence; inhibition (reported as % activation of signal), % at 10 µM; 0.83% of 360,000 active; in the data active = inhibition above about 50%
MsrA inhibitor – bovine MsrA inhibition; purified bovine MsrA, absorbance read-out; inhibition, % at 15.5 µM; 0.75% of 360,000 active; in the data active = inhibition above about 4.5%;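 note: 0% = vehicle wells with enzyme and 100% = reference inhibitor wells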
Scp-1 inhibitor – inhibitors of human Scp-1 phosphatase; Q9GZU7; Recombinant Scp1, phosphopeptide, malachite green phosphate absorbance; inhibition, % at 20 µM; 0.88% of 340,000 active;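 active = inhibition above about 50% at 20 µM, limit read from the data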;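 note: plate controls were DMSO wells with enzyme for no effect and wells lacking enzyme for full effect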
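System: SCP-1 catalytic domain; Reagent: Phospho 17-mer peptide substrate; Doses: one concentration, 20 µM, with 1.0% DMSO; Incubation: 45 min room-temperature reaction, 5 min colour, 30 min stabiliser; Signal: Phosphate-binding colour reagent, absorbance read at 630 nm.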
SUMO1-SIM PPI – alters human SUMO1 binding to SIM partners | 0.33% of 360,000 active | inhibition, % at 20 µM | P63165 | SUMO1 binding to a labelled peptide, TR-FRET, 1 h; in the data active = inhibition above about 37%
NadD block – NadD (S. aureus) enzyme inhibition | purified NadD enzyme, colorimetric absorbance read-out | inhibition, % at 20 µM | 0.78% of 360,000 active; in the data active = inhibition above about 26%; note: some compounds past the cut are filed as inactive
Tb MetRS inh – blocks T. brucei methionyl-tRNA synthetase activity. purified T. brucei MetRS, ATP depletion, Kinase-Glo luminescence. inhibition, % at 11.9 µM. 0.4% of 360,000 active. AID 624268;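 active = inhibition above a per-plate cutoff of the control wells' mean inhibition plus 3 SD, cut at about 5.5% in these data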;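 note: 0% = DMSO wells median and 100% = median of wells with control inhibitor compound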
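Dosing: 11.9 µM single point; system: parasite MetRS enzyme; technique: luminescence of leftover ATP; times: 15 min enzyme-compound preincubation, 2 h reaction, 10 min detection, 25 °C; replicates: each compound tested once; read-out basis: percent inhibition relative to median high and low control wells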
CSN inh – CSN deneddylation inhibition | Purified CSN, SCF-Nedd8-OG deneddylation, fluorescence polarization | inhibition, % at 12.5 µM | 0.38% of 360,000 active | AID 651999;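 active = pattern-corrected inhibition above about 35%, with an unprinted fluorescence ratio check between 0.5 and 1.5, limit read from the data, passing the limit was not always enough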;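 note: 0% = enzyme with substrate and 100% = substrate without enzyme; some results filed as inactive read as strong as hits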
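Assay system: HEK293T-derived human Csn5 enzyme; quantity: 0.24 nM enzyme; medium: Tris/NaCl/DTT buffer, pH 7.5; also added: substrate SCFSkp2-Nedd8OG, 10 nM; doses: 12.5 µM compound; schedule: 90 min reaction at room temperature; signal: FP; read-out: % inhibition of substrate cleavage by Csn5; benchmarks: substrate-only high control, full reaction low control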
Rpn11 inh – Rpn11 (human) deubiquitinase inhibition; O00487; human 26S proteasome, Ub4-pepOG fluorescence polarization; 20S core pre-blocked with epoxomicin; calls only at 20 µM; 0.59% of 360,000 active;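 active = inhibition at 20 µM, scaled to each plate's controls, above about 33%, limit read from the data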
Target sequence (O00487 whole entry, looked up): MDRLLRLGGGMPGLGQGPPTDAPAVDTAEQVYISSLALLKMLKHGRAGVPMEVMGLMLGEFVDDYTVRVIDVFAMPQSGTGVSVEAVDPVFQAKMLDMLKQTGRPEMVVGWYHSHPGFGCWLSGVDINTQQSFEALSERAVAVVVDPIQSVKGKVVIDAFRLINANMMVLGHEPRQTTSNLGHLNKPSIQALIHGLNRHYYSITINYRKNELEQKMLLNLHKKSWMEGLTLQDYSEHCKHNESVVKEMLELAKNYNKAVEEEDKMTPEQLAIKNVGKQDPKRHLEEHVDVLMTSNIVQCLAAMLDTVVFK
STEP block – blocks human striatal-enriched tyrosine phosphatase; recombinant STEP, OMFP fluorogenic substrate, fluorescence; inhibition, % at 20 µM; 0.25% of 360,000 active; AID 588621;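 active = inhibition at 20 µM, scaled per plate between control wells, above about 37%, limit read from the data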;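 note: 0% = DMSO with enzyme and substrate and 100% = substrate only without enzyme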
Target sequence (P54829 whole entry, looked up): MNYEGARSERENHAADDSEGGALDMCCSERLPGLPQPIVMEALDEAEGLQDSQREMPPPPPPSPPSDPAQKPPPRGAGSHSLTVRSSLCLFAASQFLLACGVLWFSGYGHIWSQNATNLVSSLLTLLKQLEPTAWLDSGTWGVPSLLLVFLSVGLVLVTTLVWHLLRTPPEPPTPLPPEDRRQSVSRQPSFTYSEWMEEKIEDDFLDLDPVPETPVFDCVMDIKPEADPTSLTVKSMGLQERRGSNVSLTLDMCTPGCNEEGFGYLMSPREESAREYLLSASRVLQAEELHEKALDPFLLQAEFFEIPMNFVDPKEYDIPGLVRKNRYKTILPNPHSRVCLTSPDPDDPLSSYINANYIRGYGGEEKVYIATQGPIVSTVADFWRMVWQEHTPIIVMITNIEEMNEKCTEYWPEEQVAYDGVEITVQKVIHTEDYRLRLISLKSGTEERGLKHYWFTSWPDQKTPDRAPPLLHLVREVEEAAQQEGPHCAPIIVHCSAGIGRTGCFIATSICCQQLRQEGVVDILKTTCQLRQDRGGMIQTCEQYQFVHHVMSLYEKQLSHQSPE
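Assay system: isolated STEP enzyme / Timing: 20 min at room temperature, dark / Doses: 20 µM, 1% DMSO / Technique: fluorescence intensity, excitation 480 nm, emission 540 nm / Reagent: fluorogenic phosphatase substrate OMFP at 25 µM final / Measure: percent inhibition scaled to no-enzyme and uninhibited-enzyme controls, plate-pattern corrected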
The depositor's hits bear a star.

For NC(=O)CCN(C1CCCCC1)S(=O)(=O)c1cccc2nsnc12 the results were LMPTP block 0.1, DNMT1 block -1, MsrA inhibitor 0.4, Scp-1 inhibitor -6, SUMO1-SIM PPI -26, NadD block 2, Tb MetRS inh -0.5, CSN inh 1, Rpn11 inh inactive and STEP block 0.
`O=C(COC(=O)CNC(=O)c1ccc(Cl)cc1Cl)NC1CCCCC1` gave LMPTP block -1.6, DNMT1 block 1, MsrA inhibitor 0.7, Scp-1 inhibitor 4, SUMO1-SIM PPI 1, NadD block -2, Tb MetRS inh -0.6, CSN inh -3, Rpn11 inh inactive and STEP block 3.
`O=C(CSc1nnc2ccccn12)NNC(=O)c1ccccc1F` gave LMPTP block 0.4, DNMT1 block 0, MsrA inhibitor 0.1, Scp-1 inhibitor 3, SUMO1-SIM PPI -1, NadD block -1, Tb MetRS inh -0.6, CSN inh 3, Rpn11 inh inactive and STEP block -3.
`O=C(Nc1nccs1)c1csc([C@H]2C[C@H](O)[C@@H](CO)O2)n1` gave LMPTP block -2.1, DNMT1 block 16, MsrA inhibitor 0.7, SUMO1-SIM PPI -2, NadD block -3, Tb MetRS inh 0.0, CSN inh -2, Rpn11 inh inactive and STEP block 0.
CCCCn1c(N)c(N(CC(C)C)C(=O)c2ccc(S(=O)(=O)N3CCC(C)CC3)cc2)c(=O)[nH]c1=O was read as LMPTP block -1.1, DNMT1 block 2, MsrA inhibitor 0.6, Scp-1 inhibitor 7, SUMO1-SIM PPI -8, NadD block 3, Tb MetRS inh -0.1, CSN inh -4, Rpn11 inh inactive and STEP block 0.
`CCCCOc1ccc(-c2cnc3ccccc3n2)cc1` gave LMPTP block 0.1, DNMT1 block 5, MsrA inhibitor 1.0, Scp-1 inhibitor -1, SUMO1-SIM PPI 0, NadD block 2, Tb MetRS inh -0.9, CSN inh -1, Rpn11 inh inactive and STEP block 1.
CC12CC(NC(=O)N1c1cccc(C(=O)N3CCN(c4ccccc4)CC3)c1)c1ccccc1O2 (configuration not stated) was read as LMPTP block -0.1, DNMT1 block 0, MsrA inhibitor -0.9, Scp-1 inhibitor -4, SUMO1-SIM PPI -1, NadD block 3, Tb MetRS inh -0.2, CSN inh 3, Rpn11 inh inactive and STEP block -1.
For O=C(c1ccc(Cl)c([N+](=O)[O-])c1)N1CCN(S(=O)(=O)c2ccc(Cl)cc2)CC1 the results were LMPTP block 0.5, DNMT1 block 0, MsrA inhibitor -1.1, Scp-1 inhibitor -11, SUMO1-SIM PPI -13, NadD block -3, Tb MetRS inh 0.0, CSN inh 0, Rpn11 inh inactive and STEP block -2.
COc1ccccc1NC(=O)c1cccc(N2C(=O)C3C4C=CC(C4)C3C2=O)c1 (configuration not stated) was read as LMPTP block -1.1, DNMT1 block 4, MsrA inhibitor -0.3, Scp-1 inhibitor -6, SUMO1-SIM PPI 3, NadD block -8, Tb MetRS inh -0.4, CSN inh 4, Rpn11 inh inactive and STEP block -1.
CC(C)c1cc(NCc2ccccn2)n2c(nc3ccccc32)c1C#N was read as LMPTP block 0.9, DNMT1 block -1, MsrA inhibitor 0.5, Scp-1 inhibitor 0, SUMO1-SIM PPI 10, NadD block 1, Tb MetRS inh -0.9, CSN inh -5, Rpn11 inh inactive and STEP block -4.
CCOCCCNC(=O)NC12CC3CC(CC(C3)C1)C2 was read as LMPTP block -1.5, DNMT1 block 3, MsrA inhibitor -0.6, Scp-1 inhibitor 7, SUMO1-SIM PPI 1, NadD block -7, Tb MetRS inh -1.5, CSN inh 0, Rpn11 inh inactive and STEP block -2.
For CN(C)c1ccnc2sc(C(=O)c3ccccc3)c(N)c12 the results were LMPTP block 0.6, DNMT1 block -4, MsrA inhibitor 1.0, Scp-1 inhibitor -4, SUMO1-SIM PPI -28, NadD block 1, Tb MetRS inh 0.2, CSN inh 4, Rpn11 inh inactive and STEP block 1.
For Cc1nnc(NC(=O)c2ccc(F)c(S(=O)(=O)N3CCOCC3)c2)s1 the results were LMPTP block 1.9, DNMT1 block -1, MsrA inhibitor -0.1, Scp-1 inhibitor -10, SUMO1-SIM PPI 4, NadD block -6, Tb MetRS inh -0.1, CSN inh 0, Rpn11 inh inactive and STEP block -1.
For c1ccc2nc(-c3ccc(N4CCOCC4)cc3)ccc2c1 the results were LMPTP block 2.1, DNMT1 block 5, MsrA inhibitor 0.6, Scp-1 inhibitor -2, SUMO1-SIM PPI -33, NadD block 2, Tb MetRS inh -0.8, CSN inh 0, Rpn11 inh inactive and STEP block -2.
Screening CCSC1=C(C#N)C2(CCCCC2)C(C#N)=C(N)N1 returned LMPTP block -0.2, DNMT1 block -4, MsrA inhibitor 1.1, Scp-1 inhibitor 0, SUMO1-SIM PPI -1, NadD block -2, Tb MetRS inh -0.1, CSN inh 3, Rpn11 inh inactive and STEP block -2.
Screening Cn1nc([N+](=O)[O-])c2c(-c3nc4ccccc4s3)c(N)n(C3CCCCC3)c2c1=O returned LMPTP block 3.0, DNMT1 block 62*, MsrA inhibitor -0.8, Scp-1 inhibitor 6, SUMO1-SIM PPI -8, NadD block 29, Tb MetRS inh -1.8, CSN inh 1, Rpn11 inh inactive and STEP block 10.
O=C(CN1CCN(C(=O)c2ccco2)CC1)Nc1cc(S(=O)(=O)N2CCCC2)ccc1Cl was read as LMPTP block -0.2, DNMT1 block -4, MsrA inhibitor -1.4, SUMO1-SIM PPI 4, NadD block -3, Tb MetRS inh 0.0, CSN inh 0, Rpn11 inh inactive and STEP block -2.
`COC(=O)CNC(=O)c1ccc(C)s1` gave LMPTP block 1.1, DNMT1 block 7, MsrA inhibitor 1.3, Scp-1 inhibitor 0, SUMO1-SIM PPI 0, NadD block -5, Tb MetRS inh -0.1, CSN inh 1, Rpn11 inh inactive and STEP block -1.
CC(C)c1ccc(NC(=O)CN2C(=O)COc3ccc(S(=O)(=O)N4CCOCC4)cc32)cc1 was read as LMPTP block -0.2, DNMT1 block 1, MsrA inhibitor 1.6, Scp-1 inhibitor -5, SUMO1-SIM PPI -7, NadD block 5, Tb MetRS inh -0.5, CSN inh 4, Rpn11 inh inactive and STEP block 1.
`CC(C)=C1C2CCC1C1C(=O)N(c3ccc4c(c3)OCO4)C(=O)C21` (configuration not stated) gave LMPTP block -0.9, DNMT1 block -2, MsrA inhibitor -0.2, Scp-1 inhibitor -8, SUMO1-SIM PPI 0, NadD block -4, Tb MetRS inh -0.2, CSN inh -3, Rpn11 inh inactive and STEP block -1.
CCN(CC)C(=O)c1ccc2sc([C@H]3C[C@H](O)[C@@H](CO)O3)nc2c1 was read as LMPTP block -1.1, DNMT1 block 1, MsrA inhibitor 1.2, SUMO1-SIM PPI 1, NadD block -5, Tb MetRS inh 0.4, CSN inh 1, Rpn11 inh inactive and STEP block -1.
CCOC(=O)C1=C(C#N)C(C(=O)OCC)c2ncccc21 (configuration not stated) was read as LMPTP block -0.2, DNMT1 block -9, MsrA inhibitor 0.3, SUMO1-SIM PPI -36, NadD block 4, Tb MetRS inh -0.3, CSN inh -4, Rpn11 inh inactive and STEP block 4.
Screening COc1cc(C(=O)N2CCN(C(=O)C(Cc3cc(C)ccc3C)NC(C)=O)CC2)cc(OC)c1OC (configuration not stated) returned LMPTP block -0.6, DNMT1 block 1, MsrA inhibitor -0.2, Scp-1 inhibitor -6, SUMO1-SIM PPI 0, NadD block -2, Tb MetRS inh -0.2, CSN inh 4, Rpn11 inh inactive and STEP block -1.
`CN1CCN(C(=O)CCC(=O)c2ccc(F)cc2)CC1` gave LMPTP block -3.1, DNMT1 block -6, MsrA inhibitor 0.7, Scp-1 inhibitor -11, SUMO1-SIM PPI 1, NadD block 6, Tb MetRS inh -1.1, CSN inh -2, Rpn11 inh inactive and STEP block -5.
Screening O=C(COC(=O)c1cc(S(=O)(=O)N2CCOCC2)ccc1F)NC1CC1 returned LMPTP block 0.3, DNMT1 block 4, MsrA inhibitor -0.6, Scp-1 inhibitor -5, SUMO1-SIM PPI -2, NadD block -7, Tb MetRS inh -0.8, CSN inh -4, Rpn11 inh inactive and STEP block -2.
Screening CC(C)CNC(=S)NNC(=O)CC(C)O (configuration not stated) returned LMPTP block -1.6, DNMT1 block 0, MsrA inhibitor -0.9, Scp-1 inhibitor -4, SUMO1-SIM PPI 1, NadD block 3, Tb MetRS inh -0.6, CSN inh -11, Rpn11 inh inactive and STEP block 3.
`COc1cc(OC)cc(C(=O)N2CCN(C3CCC(C)CC3)CC2)c1` (configuration not stated) gave LMPTP block -8.0, DNMT1 block -1, MsrA inhibitor -0.6, Scp-1 inhibitor -2, SUMO1-SIM PPI 0, NadD block -5, Tb MetRS inh -1.3, CSN inh 4, Rpn11 inh inactive and STEP block 0.
`Cc1ccc([N+](=O)[O-])cc1-c1ccc(/C=N/NC(=O)CN2CCOCC2)o1` gave LMPTP block 0.3, DNMT1 block -5, MsrA inhibitor 2.9, Scp-1 inhibitor -11, SUMO1-SIM PPI -29, NadD block 1, Tb MetRS inh -3.8, CSN inh -1, Rpn11 inh inactive and STEP block 2.
Screening O=C(CCCOc1ccccc1)N1CCN(c2ccccc2)CC1 returned LMPTP block 1.1, DNMT1 block -1, MsrA inhibitor -1.1, Scp-1 inhibitor 5, SUMO1-SIM PPI -1, NadD block 3, Tb MetRS inh -1.5, CSN inh 5, Rpn11 inh inactive and STEP block -5.
Screening CC(=O)NCC(=O)OCC(=O)c1ccccc1 returned LMPTP block -0.3, DNMT1 block -2, MsrA inhibitor 0.6, Scp-1 inhibitor -3, SUMO1-SIM PPI 0, NadD block 1, Tb MetRS inh -0.1, CSN inh -3, Rpn11 inh inactive and STEP block 0.

2 records picked at random from the list so far:
Screening O=C(COC(=O)c1cc(S(=O)(=O)N2CCOCC2)ccc1F)NC1CC1 returned LMPTP block 0.3, DNMT1 block 4, MsrA inhibitor -0.6, Scp-1 inhibitor -5, SUMO1-SIM PPI -2, NadD block -7, Tb MetRS inh -0.8, CSN inh -4, Rpn11 inh inactive and STEP block -2.
`COc1cc(OC)cc(C(=O)N2CCN(C3CCC(C)CC3)CC2)c1` (configuration not stated) gave LMPTP block -8.0, DNMT1 block -1, MsrA inhibitor -0.6, Scp-1 inhibitor -2, SUMO1-SIM PPI 0, NadD block -5, Tb MetRS inh -1.3, CSN inh 4, Rpn11 inh inactive and STEP block 0.
